# Tb PYK inh – blocks Trypanosoma brucei pyruvate kinase; Q57TT1; TbPYK enzyme, Kinase-Glo Plus ATP luminescence, 45 min; Potency, µM (highest dose often 76.8 µM), for the others: at the top dose activity, negative = inhibition, most hits filed as inhibitors; 410,000 compounds, 0.12% hits; AID 624173; note: nearly all actives have a fitted effect of over 50% in size
#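 ADP (130 uM final) triggers the TbPYK reaction after compound addition; incubation is 45 min at room temperature. Kinase-Glo Plus is then added and luminescence imaged. Normalized data are fitted to concentration-effect curves.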
# Sm TGR block – blocks Schistosoma mansoni thioredoxin glutathione reductase. Q962Y6. purified TGR, DTNB reduction, TNB absorbance 405 nm. Potency, µM (highest dose often 114 µM), without a hit: top-dose activity change, negative = inhibition, actives largely listed as inhibitors. 360,000 compounds, 3% hits; note: nearly all actives have a fitted effect of over 60% in size
#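 Kinetic colorimetric format: TGR-catalysed, NADPH-driven DTNB reduction monitored via TNB absorbance. Enzyme dispensed at 20 nM; compound exposure 15 min at room temperature before reaction start.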
# Pf growth 96h – P. falciparum growth inhibition at 96 hour, primary screen for plastid delayed-death inhibitors; P. falciparum luciferase reporter growth, 96 h; 320,000 compounds, 6.9% hits; Potency, µM (top dose mostly 28.7 µM), inactives show at the top dose activity change, negative = inhibition, actives largely listed as inhibitors; AID 504834
#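 Delayed-death screen, second-generation endpoint: infected erythrocytes, 2% hematocrit, 0.05% parasitemia final; 96 hours at 37 C, 5% CO2; luciferase detection reagent; luminescence decrease equals reduced growth.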
# LmPK inh – blocks Leishmania mexicana pyruvate kinase activity; Potency, µM (series often up to 57.5 µM), for inactives: at the top dose activity change, negative = inhibition, hits mostly inhibitors; Q27686; purified LmPK, Kinase-Glo ATP luminescence, 1 h; 290,000 compounds, 0.37% hits
# Target sequence (Q27686 whole entry, looked up): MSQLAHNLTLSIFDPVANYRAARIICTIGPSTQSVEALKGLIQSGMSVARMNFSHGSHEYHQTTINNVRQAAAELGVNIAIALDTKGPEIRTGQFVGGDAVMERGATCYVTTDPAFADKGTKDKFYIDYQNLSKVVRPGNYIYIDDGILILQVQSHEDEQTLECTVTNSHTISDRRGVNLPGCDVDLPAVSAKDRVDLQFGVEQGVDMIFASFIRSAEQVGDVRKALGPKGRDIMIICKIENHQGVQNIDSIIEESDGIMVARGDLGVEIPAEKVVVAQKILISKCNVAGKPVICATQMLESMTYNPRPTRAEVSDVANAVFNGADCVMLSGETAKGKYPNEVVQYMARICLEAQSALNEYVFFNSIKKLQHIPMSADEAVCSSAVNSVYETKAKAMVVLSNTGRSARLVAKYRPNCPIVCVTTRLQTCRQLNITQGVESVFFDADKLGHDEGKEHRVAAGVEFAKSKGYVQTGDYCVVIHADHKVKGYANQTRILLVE
#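 Purified LmPK (0.1 nM) with 0.5 mM PEP and 0.1 mM ADP in imidazole buffer pH 7.2 with MgCl2/KCl, 1 h at room temperature. ATP formed was read by luciferase luminescence and normalized to no-enzyme and uninhibited controls.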
# HCV inhibitor – inhibitors of hepatitis C virus infection; Huh7.5.1 HCVcc-Cre infection, luciferase reporter, 44 h; Potency, µM (highest dose often 41.8 µM), without a hit: at the top dose activity change, negative = inhibition, hits mostly inhibitors; 340,000 compounds, 3.4% hits; AID 651820
#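 A cell-based infection assay in which seeded cells (1,000 per well) receive test compound after 4 h, are inoculated with HCVcc-Cre at approximately 0.5 moi, and are incubated 44 h before luminescence detection.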
# Pf growth 48h – P. falciparum growth inhibition at 48 hours (one generation); Potency, µM (highest dose often 28.7 µM), for inactives: at the highest dose activity change, negative = inhibition, most hits filed as inhibitors; 310,000 compounds, 5.9% hits; P. falciparum luciferase growth in erythrocytes, 48 h; AID 504832
#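 Here the parasites carry a stable luciferase gene and grow inside erythrocytes in Albumax-based RPMI medium with compound for one erythrocytic cycle. Activity is scored as loss of luminescent signal.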
# * = called active by the depositor; ? = inconclusive; nt = not tested or not shown; & = joins results of further samples; [ ] = dose if it differs, or a comment. Calls come from the whole dose curve; as a rule, active = well fitted curve in the direction sought with a large enough effect; inconclusive = small, poorly fitted or top-dose-only effect, or another doubt; inactive = no such curve, though single readings can be large; an effect the other way counts as inactive or inconclusive. % is set by controls: 0 for no effect and ±100 for the full control effect; potency is the fitted concentration of half-maximal effect.
smiles	Tb PYK inh	Sm TGR block	Pf growth 96h	LmPK inh	HCV inhibitor	Pf growth 48h
CCCCCCN=C(C)c1c(O)n(CCCC)c(=O)[nH]c1=O	0%	6%	27%	0%	?	4%
CC(=O)OCC1OC(Sc2cccc3cccnc23)C(OC(C)=O)C(OC(C)=O)C1OC(C)=O (centres undefined)	-2%	11%	6%	0%	10%	-10%
CCOc1cc2[nH]c(=S)n(CCc3ccc(OC)c(OC)c3)c(=O)c2cc1OCC	nt	8%	-18%	15%	3%	nt
Cc1cc2cc(CCNC(=O)CCc3ccccc3)c(=O)[nH]c2cc1C	0%	4%	?	-3%	-16%	?
CN(N=O)C(=O)N[C@H]1[C@@H](O)[C@H](O)[C@H](CO)O[C@@H]1O	-10%[33.2 µM]	nt	-4%[12.8 µM]	nt	nt	-4%[12.8 µM]
O=C(NC(=S)N1CCCCC1)c1cccnc1	-6%	-7%	?	0%	11%	nt
COc1cccc(/C=N/NC(=O)Cn2cnc3c2c(=O)n(C)c(=O)n3C)c1	-5%	0%	41%[activator]	3%	9%	19%
CC(=O)[C@@]1(O)CC[C@H]2[C@@H]3CC=C4C[C@@H](O)CC[C@]4(C)[C@H]3CC[C@@]21C	-2%	6%	8%	5%	-6%[8.37 µM]	-5%
O=C1c2ccccc2CCC12N=NCC2c1ccccc1 (centres undefined)	-6%	-9%	?	4%	4%	?
CC(=O)c1c(C)[nH]c(C(=O)COc2ccc3ccc(=O)oc3c2)c1C	-2%	-6%	?	nt	8.9µM*	10µM*
c1ccc(SSc2ccccc2)cc1	-1%	8%	7%	-6%	9%	-15%
O=C(CSc1nnc2scc(-c3ccccc3)n12)c1ccc2c(c1)OCCO2	-15%	0%	2.1µM*	9%	15%	nt
COc1ccc(CCNc2ccc(N3C(=O)CC(C)C3=O)cc2[N+](=O)[O-])cc1 (centres undefined)	0%	0%	-3%	0%	-5%	?
Cc1ccc(CCNC(=O)C2CCCN(S(=O)(=O)c3c(C)noc3/C=C/N(C)C)C2)cc1 (centres undefined)	-3%	3%	?	-1%	-18%	nt
CCOc1ccccc1-c1nc(CN2CCN(C(=O)c3ccco3)CC2)c(C)o1	0%	?	-29%	5%	-18%	-17%
Cc1ccc(C(C(=O)NC2CCCC2)N(Cc2ccc3c(c2)OCO3)C(=O)c2snc(C(N)=O)c2N)cc1 (centres undefined)	-3%	-1%	8.3µM*	4%	-28%	7.4µM*
COCCNC(=O)CN1CCC(NC(=O)c2ccco2)CC1	-2%	-1%	20%	1%	16%	20%
Cc1cc(C)n2nc(C(=O)N/N=C/c3ccccc3C)nc2n1	1%	26%	?	-1%	9%	-3%
COc1ccc(NC(=O)CCNS(=O)(=O)c2cc(Br)cnc2N)c(OC)c1	-3%	-1%	-3%	4%	-20%	-2%
Cc1cccc(C)c1NC(=O)COC(=O)Cc1ccsc1	-10%	5%	27%	0%	9%	6%
Cc1sc2nc3ccc(N4CCCC4)nn3c(=O)c2c1C	-4%	-32%	-7%	-8%	?	11%
CSc1ccccc1NC(=O)CN1c2ccccc2CC1C (centres undefined)	-3%	-24%	?	1%	?	?
O=C(CC1Oc2ccccc2NC1=O)NC1CC1 (centres undefined)	nt	79µM*	0%	3%	nt	nt
COc1ccc(NC2CCCN(C(=O)CCCn3cncn3)C2)cc1OC (centres undefined)	-7%	-30%	2.6µM*	1%	7%	-4%
Cc1c(CC(=O)N[C@@H](C)C(=O)O)c(=O)oc2cc3oc4c(c3cc12)CCCC4	-4%	-2%	72%[activator]	-4%	10%	21%
CCCc1nc(Nc2nc3ccccc3o2)nc(C)c1C(=O)OCC	2%	-5%	nt	-3%	?	126%[activator]
Cc1cccc(N2CC(c3nc4ccccc4[nH]3)CC2=O)c1 (centres undefined)	4%	5%	-37%[5.75 µM]	-1%	-10%	-20%[1.15 µM]
O=C(N=C1c2ccccc2CN1c1ccccc1)c1cccc([N+](=O)[O-])c1	3%	-27%	85%[activator]	0%	-14%	67%[activator]
C=C(C)C(=O)Nc1cccc(C2=NOC3(C2)C[C@H](C(N)=O)N(C(=O)CC#N)C3)c1 (some centres undefined)	1%	1%	102%[activator]	-4%	41%[activator]	65%[activator]
O=C(N/N=C/c1c(O)n(C2CC2)c(=S)[nH]c1=O)c1ccccc1O	1%	-14%	?	3%	-1%	-13%
Cc1ccc(C)c(-c2cc(C(=O)NCc3cccs3)c3ccccc3n2)c1	-6%	13%	?	3%	13µM*	?
Cn1c(C(=O)N[C@@H](Cc2ccccc2)C(=O)NCCC(=O)O)cc2cc(Cl)ccc21	9%	2%	-5%	-3%	19%	-7%
Cc1cccc(N2C(=O)N3[C@@H]4c5ccccc5OC[C@@H]4[C@@H](c4ccccc4)[C@@]3(C)C2=O)c1	2%	-9%	?	-5%	-26%	?
CCN(CC)S(=O)(=O)c1ccc(S(=O)(=O)N2CCCC2C(=O)O)cc1 (centres undefined)	1%	-2%	-12%	0%	-2%	nt
NC(=O)CC[C@H](NC(=O)c1ccc(F)cc1)C(=O)OCC(=O)Nc1c(F)c(F)c(F)c(F)c1F	0%	-10%	-3%	-2%	9%	6%
COc1ccc(-c2nn(C)c(=O)c3ccccc23)cc1CNC(=O)c1ccco1	4%	-3%	9%	1%	-1%&-14%	?
COCCn1c(Cc2ccccc2)nnc1SCC(=O)Nc1oc(C)c2c(C)n[nH]c(=O)c12	-5%	50µM*	13%	nt	10%	-6%
CN1CCN(CCCNC(=O)c2ccc(CSCc3cccc(Cl)c3)o2)CC1	-7%	3%	-6%	-7%	-28%	0%
COc1cc2c(C(=O)Nc3ccccc3F)cn(C)c(=O)c2cc1OC	8%	?	8.3µM*	-1%	-10%	-17%[0.00184 µM]
CN=C(Nc1cccnc1)c1cccc(C(F)(F)F)c1	-2%	-3%	5%	4%	0%	13%

# Random excerpt: three entries already listed.
smiles	Tb PYK inh	Sm TGR block	Pf growth 96h	LmPK inh	HCV inhibitor	Pf growth 48h
CCN(CC)S(=O)(=O)c1ccc(S(=O)(=O)N2CCCC2C(=O)O)cc1 (centres undefined)	1%	-2%	-12%	0%	-2%	nt
COCCn1c(Cc2ccccc2)nnc1SCC(=O)Nc1oc(C)c2c(C)n[nH]c(=O)c12	-5%	50µM*	13%	nt	10%	-6%
Cc1cccc(N2C(=O)N3[C@@H]4c5ccccc5OC[C@@H]4[C@@H](c4ccccc4)[C@@]3(C)C2=O)c1	2%	-9%	?	-5%	-26%	?

# Gathered by group: the entries above containing a nitro group on carbon
smiles	Tb PYK inh	Sm TGR block	Pf growth 96h	LmPK inh	HCV inhibitor	Pf growth 48h
COc1ccc(CCNc2ccc(N3C(=O)CC(C)C3=O)cc2[N+](=O)[O-])cc1 (centres undefined)	0%	0%	-3%	0%	-5%	?
O=C(N=C1c2ccccc2CN1c1ccccc1)c1cccc([N+](=O)[O-])c1	3%	-27%	85%[activator]	0%	-14%	67%[activator]

# The list goes on:
smiles	Tb PYK inh	Sm TGR block	Pf growth 96h	LmPK inh	HCV inhibitor	Pf growth 48h
Cc1[nH]c2ccccc2c1C(=O)COC(=O)C(C)C	-5%	10%	nt	-6%	-6%	7%
CCOC(=O)Cc1csc(NC(=O)c2ccc3ncsc3c2)n1	6%	2%	93%[activator]	1%	?	85%[activator]
COc1ccc(C(C(=O)NC(C)(C)C)N(C(=O)CCC(=O)Nc2cc(C)on2)c2cc(C)cc(C)c2)cc1 (centres undefined)	3%	0%	-10%	0%	?	?
CCOC(=O)C1CCC/C1=N\NC(=O)CN(c1cc(OC)ccc1OC)S(=O)(=O)c1ccccc1 (centres undefined)	-4%	5%	7%	12%	-10%	?
O=C1Nc2ccccc2C1=Nc1ccc(Cl)cc1	-3%	-2%	?	3%	11%	3%
O=C(CSc1nnc(-c2cccnc2)n1Cc1ccco1)c1ccccc1	-21%	-31%	-4%	0%	22%	5%
Cc1ccc(C(=O)Nc2ccc(F)cc2F)o1	6%	-5%	76%[activator]	-23%	-3%	nt
Cc1ccc(C)c(SCC(=O)NC2CCS(=O)(=O)C2)c1 (centres undefined)	-4%	-7%	66%[activator]	nt	-9%	44%[activator]
Cn1nc(-c2ccc(Cl)cc2)c2cc(C(=O)N3CCN(c4ccccc4)CC3)sc21	-5%	-32%	?	6%	3%	nt
O=C(NCCCN1CCOCC1)C(C(=O)c1ccccc1)n1ccccc1=O (centres undefined)	3%	-17%	?	-2%	9%	4%
COc1cccc(C(=O)NCCS(=O)(=O)NCc2ccc3c(c2)OCO3)c1	3%	1%	23%	nt	?	8%
Cc1ccc(-c2ccc(=O)[nH]n2)cc1	5%	-13%	-30%	-1%	0%	-4%
CC(C)N(C)C1CCN(C(=O)Nc2ccc(Cl)cc2)CC1	-8%	0%	57%[activator]	-3%	-4%	0%
COC(=O)[C@]12C(=O)C(C)=C(O)[C@@]1(C)C(C)=CC1[C@@]34CC[C@@H](OC(C)=O)C(C)(C)C3C(C[C@]12C)OC4=O (some centres undefined)	-4%	3%	?	-6%	-6%	0%
CSc1ccccc1C(=O)Nc1ncn[nH]1	2%	28%	?	0%	11%	18%
COC(=O)c1ccccc1NC(=O)COC(=O)c1ccccc1N=Nc1ccc(N(C)C)cc1	-5%	-19%	9.3µM*	-5%	-5%	?
Cc1ccc(-n2ncc3c(N4CCN(c5ccccc5)CC4)ncnc32)c(C)c1	-4%	16%	?	1%	4.5µM*	12µM*
COc1cccc(NC(=O)C2C3CCC4C(CCC32)C4(Cl)Cl)c1 (centres undefined)	4%	-23%	-12%	1%	-14%	-24%
Cc1c(CCO)c(=O)n2c([nH]c3ccccc32)c1C#N	-4%	1%	-3%	-3%	7%	nt
O=c1c2ccccc2c(-c2ccccc2)nn1Cc1ccc(Cl)cc1	-7%	25%	69%[activator]	0%	1%	?
Cc1cc(C(F)(F)F)nn1Cc1ccc(C(=O)NCc2ccco2)o1	-9%	11µM*	?	0%	-17%	?
COc1ccc(S(=O)(=O)Nc2ccc(C)cn2)cc1	9%	0%	7%	3%	21%	31%
CCOc1ccccc1-c1cc(C(=O)Nc2ccc(C(=O)O)cc2)c2ccccc2n1	4%	13%	10µM*	-4%	-2%	?
CCN(CC)C(=O)c1ccccc1NS(=O)(=O)c1ccc(OC)c(C(=O)N2CCOCC2)c1	3%	-1%	6%	0%	9%	19%
CCOC(=O)C1=C(N)OC2=C(C(=O)CCC2)C12C(=O)N1c3c(ccc(C)c32)C(C)=CC1(C)C (centres undefined)	0%	-2%	12µM*	-1%	-4%&-13%	?
O=C(NCCCN1CCOCC1)c1ccc(Br)cc1Br	nt	-9%	11%	0%	nt	2%
Cc1cc(O)c(-c2cc(C(=O)Nc3ccc(S(=O)(=O)N4CCOCC4)cc3)[nH]n2)cc1C	-8%	3%	nt	2%	?	1.9µM*
CN(C)c1ccc(P(=S)(N(C)C)N(C)C)cc1	-15%	-10%	?	0%	9%	?
O=C(COC(=O)c1ccc(Cl)nc1)Nc1ccc(S(=O)(=O)N2CCCC2)cc1	-1%	-12%	?	0%	16%	-20%
Cc1ccccc1NC(=O)Nc1ccc2c(c1)OCO2	4%	-22%	90%[activator]	-21%	-5%	91%[activator]
CCCC(=O)N(Cc1cc(=O)[nH]c2ccccc12)c1ccc(C)cc1C	0%	-3%	?	-2%	-18%	?

# Assay outcomes as filed in PubChem BioAssay.

# Compounds were not picked by outcome; 16% or so of the library scored in one or more.
